MITF inh: human MITF inhibition, primary screen; O75030; AlphaScreen MITF homodimerization, bead proximity signal; actives 0.91% (n = 650,000); AID 1259374; inhibition, % at 2.6 µM; in the data active = inhibition above about 50%;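 also: 0% = vehicle wells with protein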
Target sequence (O75030 whole entry, looked up): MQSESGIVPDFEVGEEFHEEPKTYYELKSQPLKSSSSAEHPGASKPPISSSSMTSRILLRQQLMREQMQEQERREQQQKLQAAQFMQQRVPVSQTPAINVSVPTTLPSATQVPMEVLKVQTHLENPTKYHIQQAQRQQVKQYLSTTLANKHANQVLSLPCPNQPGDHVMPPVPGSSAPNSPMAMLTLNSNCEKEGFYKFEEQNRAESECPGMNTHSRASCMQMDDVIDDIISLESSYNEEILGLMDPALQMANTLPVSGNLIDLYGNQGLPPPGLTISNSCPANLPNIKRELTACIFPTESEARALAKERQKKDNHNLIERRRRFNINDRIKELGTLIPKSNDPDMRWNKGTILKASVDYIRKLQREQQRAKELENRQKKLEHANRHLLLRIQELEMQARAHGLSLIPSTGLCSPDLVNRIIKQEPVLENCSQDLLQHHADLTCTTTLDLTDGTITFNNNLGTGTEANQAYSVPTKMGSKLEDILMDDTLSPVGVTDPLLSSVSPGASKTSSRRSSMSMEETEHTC
TEAD-YAP block: TEAD-YAP interaction inhibition; HEK-TIYL cells, TEAD-Gal4/YAP UAS-luciferase luminescence; inhibition, % at 9.12 µM; AID 1259422; actives 1.4% (n = 640,000); in the data active = inhibition above about 32%;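 also: 0% = median of test compound wells and 100% = reference inhibitor wells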
FBW7 activator: human FBW7 E3 ligase activation, primary screen; actives 0.13% (n = 650,000); AID 1259310; AlphaScreen FBW7–phospho-cyclin E peptide binding, activator screen; normalized activity (activation), % at 26.1 µM; in the data active = normalized activity above about 1.9%;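 also: purified mutant Fbw7 with reduced substrate affinity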
GPR151 ag: human GPR151 activation | actives 1% (n = 650,000) | activation, % at 11.2 µM | PathHunter beta-arrestin GPR151 cells, luminescence | Q8TDV0 | AID 1508602; in the data active = activation above about 4.9%;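 also: 0% = median of compound wells and 100% = cells with positive control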
Target sequence (Q8TDV0 whole entry, looked up): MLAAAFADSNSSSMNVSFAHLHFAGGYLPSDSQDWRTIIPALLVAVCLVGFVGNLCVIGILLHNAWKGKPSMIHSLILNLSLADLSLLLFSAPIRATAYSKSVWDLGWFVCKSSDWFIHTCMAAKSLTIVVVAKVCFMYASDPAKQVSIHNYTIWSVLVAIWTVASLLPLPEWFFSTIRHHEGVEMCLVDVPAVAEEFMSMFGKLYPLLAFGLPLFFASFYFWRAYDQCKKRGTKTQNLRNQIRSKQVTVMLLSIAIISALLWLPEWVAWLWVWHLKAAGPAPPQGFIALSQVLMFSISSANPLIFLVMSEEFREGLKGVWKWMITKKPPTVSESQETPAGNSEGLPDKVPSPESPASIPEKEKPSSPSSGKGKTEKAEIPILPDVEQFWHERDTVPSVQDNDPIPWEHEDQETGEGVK
Active calls of the source: *.

SMILES	MITF inh	TEAD-YAP block	FBW7 activator	GPR151 ag
O=C(NC1CCCC1)C(c1ccncc1)N(C(=O)c1ccco1)c1cccc(Cl)c1 (stereo not drawn)	1.9	4.4	-0.1	-0.1
O=C(Cn1c(=S)[nH]c2ccccc2c1=O)N1CCN(C2CCCCC2)CC1	-1.1	-7.0	0.0	-1.4
CC1(C)CC(=O)C2=C(C1)N(c1ccc(Cl)cc1)C(=O)C2(O)C(F)(F)F (stereo not drawn)	-2.5	-8.2	-0.2	1.8
N#C/C(=C\c1cn(Cc2ccc(Cl)cc2Cl)nc1-c1ccccc1)c1nn(-c2ccccc2)c(N)c1C#N	12.5	2.6	0.1	-1.2
COCC(CN1CCN(c2ccc([N+](=O)[O-])cc2Cl)CC1)Oc1nonc1C (stereo not drawn)	4.4	18.9	0.0	1.7
Cc1nc(SCC(=O)O)c(C(N)=O)c(C)c1C	16.7	7.2	-0.1	0.8
O=C(O)C1CCCN1S(=O)(=O)c1ccccc1C(F)(F)F (stereo not drawn)	2.2	-8.0	0.0	0.0
O=C(CCC(=O)OCC(=O)c1ccc(Br)cc1)Nc1cccc(Cl)c1Cl	-3.5	-3.1	0.0	-0.2
CCC(=O)c1ccc(-c2ccccc2)cc1	-4.0	-22.5	0.5	0.6
O=C(N/N=C/c1cc2c(cc1Br)OCO2)c1cc2ccccc2cc1O	-3.0	-1.2	0.0	0.4
COc1ccc(N2C(=O)C(=O)/C(=C(\O)c3ccc([N+](=O)[O-])cc3)C2c2ccccc2)cc1 (stereo not drawn)	1.5	-11.3	0.2	-0.9
CC(=O)Nc1ccc(NC(=O)c2ccnc(-c3cccs3)c2)cc1	28.5	-0.3	-0.1	-0.3
Cc1[nH][nH]c(=O)c1N=Nc1ccc(Br)cc1	-9.8	0.0	-0.1	-0.1
Cc1ccc(CN(C(=O)COc2ccccc2C)C2CCS(=O)(=O)C2)o1 (stereo not drawn)	9.0	-1.4	0.6	0.5
COC(=O)c1ccc(N/C=C/C(=O)c2ccccc2)cc1	15.1	-30.5	0.4	3.3
CCc1ccc(OCCNc2nc(C)c(Br)c(=O)[nH]2)cc1	15.6	9.8	0.9	-0.9
O=C(COC(=O)c1cc(-c2ccco2)nc2ccccc12)NC1CC1	50.9*	7.5	-0.1	-1.9
O=[N+]([O-])c1cccc(CN2CCCC(c3nc4ccccc4[nH]3)C2)c1 (stereo not drawn)	-0.5	-3.1	0.0	1.4
CCOc1ccc(NC(=O)CSc2nc3ccccc3c(=O)n2CCCN2CCC(C)CC2)cc1	11.8	8.4	0.4	-0.2
Cc1cc(C(=O)NCC(C)Oc2cccc(CN(C)Cc3cscn3)c2)c(=O)[nH]c1C (stereo not drawn)	-13.0	-7.9	-0.3	1.9
O=C(NCc1ccccn1)C(=O)NCC(c1cccnc1)N1CCN(c2ccccc2)CC1 (stereo not drawn)	5.6	-2.4	-0.1	-0.4
Cc1cc2c(c(=O)o1)C(c1ccccc1I)C(C#N)=C(N)O2 (stereo not drawn)	6.0	2.2	0.0	-1.8
CCOC(=O)c1c(NC(=O)c2cnn3c(C(F)(F)F)cc(-c4ccccc4)nc23)sc2c1CCC2	-18.3	-0.4	0.8	2.9
O=C1OC(c2cc([N+](=O)[O-])ccc2Cl)=N/C1=C\c1ccc(-c2ccc(I)cc2)o1	4.9	0.9	0.1	-1.4
CCOC(=O)CN(C(=O)COc1nc(C)cc(C)c1C#N)c1ccc(F)cc1	7.7	8.8	-0.1	0.2
COc1ccc(OCC(=O)Nc2ccc(S(=O)(=O)Nc3c(C)cccc3C)cc2)cc1	-3.8	1.8	0.0	-0.5
c1ccc2c(c1)nc(NCc1ccncc1)n2CCN1CCCCC1	14.0	0.6	0.6	-0.8
CC1CCCCN1Cc1nc2c(c(=O)n(C)c(=O)n2C)n1CC(N)=O (stereo not drawn)	3.8	4.4	-0.2	3.6
O=C(NCc1ccncc1)c1ccc(Br)o1	7.6	11.8	0.2	-0.2
CNC(=O)Cn1c(CO)cnc1SCc1cccc(Cl)c1	7.0	11.7	0.1	-1.7
N#CCc1c(C#N)c(N)nc(N2CCCC(O)C2)c1C#N (stereo not drawn)	9.0	6.7	0.0	0.8
COc1ccccc1OCCCOc1ccccc1OC	-4.3	-9.2	-0.2	-0.5
CCOc1ccc(N2CC(C(=O)Nc3c(C)n(C)n(-c4ccccc4)c3=O)CC2=O)cc1 (stereo not drawn)	-4.5	-0.4	-0.1	1.3
CC(=O)c1ccc(NC(=O)C(C)n2c(C)c3cnn(-c4ccccc4)c(=O)c3c2C)cc1 (stereo not drawn)	-1.4	2.4	0.0	-0.4
Cn1c(=O)c(=O)n(C)c2cc(S(=O)(=O)N3CCCC3C(=O)NC3CCCCC3)ccc21 (stereo not drawn)	5.3	8.6	0.0	-0.3
COC(=O)c1cccc(NC(=O)Cn2nnc(-c3ccncc3)n2)c1	-7.8	4.0	-0.4	0.2
CC(=O)Nc1ccccc1NC(=O)COc1ccc([N+](=O)[O-])cc1	7.7	11.5	0.3	-1.0
COc1ccc(NC(=O)N2CCN(c3nc4c(C)ccc(Cl)c4s3)CC2)cc1OC	-12.8	-9.9	-0.1	0.9
CCOC(=O)C(C)Oc1cc(OC(C)C(=O)OCC)c2c(c1)oc(=O)c1ccccc12 (stereo not drawn)	14.2	-5.6	0.1	0.2
COc1ccc(CN2C[C@@H]3C[C@@H](c4cc(C)c(O)c(C)c4)N4CCC[C@@]34C2=O)cc1	21.1	-2.0	0.4	-0.5
CCCCNC(=O)CSc1nc2sc(C(=O)OCC)c(C)c2c(=O)n1Cc1ccc(Cl)cc1	8.2	-1.6	0.8	0.3
N#Cc1ccc(NC(=O)COC(=O)c2ccc3c(c2)OCO3)cc1	2.2	2.7	0.1	0.0
Cc1ccc(/C=C2/C(=O)NN(c3ccc(C)c(C)c3)C2=O)cc1	3.8	-2.3	-0.1	0.2
CCC1CN(C(=O)Nc2cc(OC)ccc2OC)c2ccccc2S1 (stereo not drawn)	-0.5	-7.1	-0.2	-0.9
CCOC(=O)/C(C#N)=C/c1ccccc1OC	-4.2	-0.3	0.1	-0.9
CCOC(=O)CCC(=O)Nc1c(C(=O)Nc2cccc(OC)c2)oc2ccccc12	11.6	-1.2	0.2	-1.0
O=C(CSc1nnc2ncccn12)Nc1cccc(Cl)c1	12.8	10.0	0.6	0.7
Cc1cc(C)n(/N=C/c2ccc(C(C)C)cc2)c(=O)c1C#N	11.1	9.1	0.7	-1.0
CCC(Sc1nc2ccccc2c(=O)n1CCC(=O)NCCc1ccc(OC)c(OC)c1)C(=O)Nc1ccc2c(c1)OCO2 (stereo not drawn)	-14.3	0.0	-0.1	0.0
CCCCCCn1c(NNC(C)=O)nc2c1c(=O)[nH]c(=O)n2C	3.7	0.8	-0.2	1.5
Cc1cc(Cl)cc(Cl)c1OCCCN1CCOCC1	28.9	-2.7	0.1	0.3
O=C(Nc1ccc(S(=O)(=O)Nc2nccs2)cc1)c1ccccc1F	5.2	1.5	-0.1	0.0
O=C(OCc1c(Cl)cccc1Cl)c1cc[n+]([O-])cc1	0.8	7.1	0.3	-1.0
CCCN1CCC(N2C[C@@H](NC3CCN(Cc4ccccc4)CC3)C[C@H]2C(=O)NC)CC1	-4.7	-6.8	0.4	0.2
CC1Cc2ccccc2N1S(=O)(=O)c1ccc2c(c1)n(C)c(=O)c(=O)n2C (stereo not drawn)	-0.2	5.3	-0.1	0.7
CCOC(=O)C1=CN(Cc2ccc(Cl)cc2)C=C(C(=O)OCC)C1c1cc(Br)ccc1OC	0.5	-5.8	-0.2	1.9
CC(C)NC(=O)Nc1ccccc1NC(=O)c1cccnc1	-6.5	4.5	-0.1	-1.5
COc1ccc(S(=O)(=O)NC2CC(C)(C)NC(C)(C)C2)cc1NC(C)=O	-7.3	3.3	0.0	-0.1
O=C(Nc1cc(Cl)ccc1Cl)c1cc(S(=O)(=O)NCc2ccccc2)ccc1F	15.6	6.9	0.2	1.0
CCn1c(=O)cc(OCC(=O)NCc2ccc(C)cc2)c2ccccc21	-10.5	-6.6	0.1	-0.5

Other records.
SMILES	MITF inh	TEAD-YAP block	FBW7 activator	GPR151 ag
Cc1nnc(SCC(=O)N2CCN(c3ccccc3)CC2)s1	9.9	1.4	0.0	6.4*
CC(N=Cc1cccc([N+](=O)[O-])c1O)c1ccccc1 (stereo not drawn)	15.5	-8.0	0.8	-1.2
CCOc1ccccc1CN1CCN(Cc2cccc3cnccc23)CC1CCO (stereo not drawn)	9.7	-7.8	0.0	2.5
O=c1[nH]c2nc(-c3cccc4ncccc34)cnc2n1CC1CC1	28.2	1.2	0.1	-0.1
COc1ccc(CCNC(=O)CSc2nc3ccccc3c(=O)n2NC(=O)CCc2c[nH]c3ccccc23)cc1OC	13.2	11.9	-0.1	-0.6
COc1ccc(-c2nc(NCCN3CCOCC3)c3ncn(C4CCCCC4)c3n2)cc1	18.9	-8.1	0.1	-0.7
COc1ccc(CCNC(=O)CSc2ncnc3sc4c(c23)CCCC4)cc1OC	10.6	2.1	0.3	-0.4
NC(=O)CN1C(=O)C(O)(CC(=O)c2cccnc2)c2ccccc21 (stereo not drawn)	6.4	6.3	0.0	0.5
O=C(Nc1cc(-c2ccco2)nn1-c1nc(-c2ccccc2)cc(=O)[nH]1)c1ccccc1F	-14.2	-8.8	0.2	-0.7
CC1CCN(C(=O)COc2ccc(S(=O)(=O)NC(C)C)cc2)CC1	-3.2	0.8	-0.2	0.1
CCOC(=O)c1ccc(N2C(=N)S/C(=C\c3ccc(F)cc3)C2=O)cc1	-12.9	7.0	-0.1	0.1
Cc1ccccc1CSCC(=O)NC1CCCCC1	5.7	-28.4	0.3	-2.0

Filtered by structure: the compounds so far containing a furan ring, fused or not
SMILES	MITF inh	TEAD-YAP block	FBW7 activator	GPR151 ag
O=C(NC1CCCC1)C(c1ccncc1)N(C(=O)c1ccco1)c1cccc(Cl)c1 (stereo not drawn)	1.9	4.4	-0.1	-0.1
Cc1ccc(CN(C(=O)COc2ccccc2C)C2CCS(=O)(=O)C2)o1 (stereo not drawn)	9.0	-1.4	0.6	0.5
O=C(COC(=O)c1cc(-c2ccco2)nc2ccccc12)NC1CC1	50.9*	7.5	-0.1	-1.9
O=C1OC(c2cc([N+](=O)[O-])ccc2Cl)=N/C1=C\c1ccc(-c2ccc(I)cc2)o1	4.9	0.9	0.1	-1.4
O=C(NCc1ccncc1)c1ccc(Br)o1	7.6	11.8	0.2	-0.2
CCOC(=O)CCC(=O)Nc1c(C(=O)Nc2cccc(OC)c2)oc2ccccc12	11.6	-1.2	0.2	-1.0
O=C(Nc1cc(-c2ccco2)nn1-c1nc(-c2ccccc2)cc(=O)[nH]1)c1ccccc1F	-14.2	-8.8	0.2	-0.7

Copied from the list.
In MITF inh, `Cc1ccccc1CSCC(=O)NC1CCCCC1` has 5.7
In TEAD-YAP block, `COc1ccc(CCNC(=O)CSc2ncnc3sc4c(c23)CCCC4)cc1OC` has 2.1
In GPR151 ag, `CCOc1ccccc1CN1CCN(Cc2cccc3cnccc23)CC1CCO` (stereo not drawn) has 2.5

More records follow:
SMILES	MITF inh	TEAD-YAP block	FBW7 activator	GPR151 ag
COc1cccc(C(c2ccccn2)N(C)C(=O)C2CCN(C(C)=O)CC2)c1 (stereo not drawn)	-1.2	-2.2	0.1	-0.2
O=C1c2ccc(F)cc2C(=O)N1c1ccc(I)cc1	7.2	5.2	0.4	2.7
Cc1cc(C)nc(SCc2cc(=O)c(OC(=O)c3ccccc3Br)co2)n1	-1.6	0.0	0.0	0.3
O=C(O)c1cc(-c2cccc(O)c2O)nc2n[nH]c(-c3ccc(F)cc3)c12	2.7	-0.1	-0.2	-0.4
COC(=O)CSc1cc(SCC(=O)OC)c(C#N)c(SCC(=O)OC)c1	5.1	5.9	-0.1	0.8
NC(=O)c1cc2ccccc2o/c1=N\NC(=O)c1ccncc1	-4.4	2.9	0.0	1.4
O=C(CCOc1ccccc1)Nc1ccnn1C1CCN(C(=O)C2CCOC2)CC1 (stereo not drawn)	1.9	-4.3	-0.2	-0.3
COc1cc2c(cc1NC(=O)c1ccc(C)c([N+](=O)[O-])c1)oc1ccccc12	0.0	0.6	0.1	0.6
CC(C)[C@H](NC(=O)OCc1ccccc1)C(=O)OCC(=O)NC1CC1	-0.7	-8.0	-0.1	0.2
CCCCOc1cccc(C(=O)Nc2ccc3nn(-c4ccc(CC)cc4)nc3c2)c1	-9.6	5.5	0.0	-1.5
CCOc1ccccc1NC1=C(Cl)C(=O)N(c2cccc(OC)c2)C1=O	8.4	0.9	-0.2	0.9
COc1ccc(NC(=O)c2noc3c2COc2ccc(C)cc2-3)c(OC)c1	-10.4	-4.9	0.0	1.1
CN(Cc1ccc(-c2nccnc2NS(=O)(=O)C2CC2)cc1)c1ccc(Cl)cc1	-0.7	-1.7	-0.3	0.0
Cc1c(N(C(=O)c2cc([N+](=O)[O-])cc([N+](=O)[O-])c2)C(C)C)c(=O)n(-c2ccccc2)n1C	-2.3	-14.5	-0.1	0.0
O=C(CCCn1c(=S)[nH]c2ccsc2c1=O)N1CCc2ccccc2C1	-2.9	-0.6	0.0	2.0
COc1ccc(OC)c(C2=NOC(C(=O)N3C(C)CCCC3C)C2)c1 (stereo not drawn)	6.6	15.2	-0.1	0.3
COc1cccc(NC(=O)c2sc3nc4c(c(-c5ccco5)c3c2N)CCCCC4)c1	-3.9	-5.8	0.0	-0.4
CCn1nc(C)c(CN2CCOc3ccc(CN4C[C@@H](C)O[C@@H](C)C4)cc3C2)c1C	-2.5	-1.1	-0.1	-0.7
COc1cc(Cl)c(C)cc1NC(=S)N(CCCN1CCCCCC1)Cc1ccco1	-6.5	0.6	-0.2	1.4
COc1ccc(Br)cc1S(=O)(=O)N1CCCN(S(=O)(=O)c2cc(Br)ccc2OC)CC1	8.2	6.7	0.4	-0.4
CCCC1=C(C(=O)OCC)C(c2ccccc2F)NC(=O)N1 (stereo not drawn)	8.4	2.8	0.0	0.7
CN(C)C(CNC(=O)NCC(c1ccccc1)N(C)C)c1ccccc1 (stereo not drawn)	-5.8	-2.8	-0.1	3.2

Screening data as filed in PubChem.
